# Screening results from PubChem BioAssay.
# PolyA inh – polyadenylation inhibitors in yeast reporter cells, primary screen, luminescence, S. cerevisiae | AID 1875, 2009 | calls only at 12 µM | 300,000 compounds, 0.02% hits | S. cerevisiae SKY197-pL101 polyadenylation reporter, beta-gal luminescence; efflux-impaired pdr1/pdr3 knockout yeast; score 100 = 6 SD above DMSO;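 active means lowest replicate activity score at least 50, where 100 means six control SD above control mean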;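 further: yeast exposed to compound for 9 h at 30 °C; higher score means more reporter readthrough which indicates perturbed polyadenylation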
# HSF-1 act – HSF-1 activators, primary screen, NIH3T3-HGL cells, MG132 stress, luminescence, single point; AID 504408, 2011; activation, % at 9 µM; 300,000 compounds, 1.7% hits; NIH3T3-HGL HSF-1 luciferase reporter, 8 h; 100% = twice DMSO control signal;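 active means mean replicate activation of at least 50% with a set share of replicates each reaching 50%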;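 further: 0% = median of the neutral control wells and 100% = twice that signal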
# GSK3A inh – blockers of GSK3A enzyme activity – biochemical, luminescence, cell-free homogeneous, HTS, primary screen; Glycogen synthase kinase-3 alpha (Homo sapiens), P49840; GSK-3 alpha kinase, ADP-Glo luminescence, 60 min; inhibition, % at 10 µM; 320,000 compounds, 0.1% hits; AID 2650, 2010;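 in the data active means inhibition above about 50%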;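 further: GST-tagged GSK-3 alpha with peptide substrate and 25 µM ATP; 0% = DMSO neutral wells and 100% = GW8510 positive control wells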
# Target sequence (P49840 whole entry, looked up): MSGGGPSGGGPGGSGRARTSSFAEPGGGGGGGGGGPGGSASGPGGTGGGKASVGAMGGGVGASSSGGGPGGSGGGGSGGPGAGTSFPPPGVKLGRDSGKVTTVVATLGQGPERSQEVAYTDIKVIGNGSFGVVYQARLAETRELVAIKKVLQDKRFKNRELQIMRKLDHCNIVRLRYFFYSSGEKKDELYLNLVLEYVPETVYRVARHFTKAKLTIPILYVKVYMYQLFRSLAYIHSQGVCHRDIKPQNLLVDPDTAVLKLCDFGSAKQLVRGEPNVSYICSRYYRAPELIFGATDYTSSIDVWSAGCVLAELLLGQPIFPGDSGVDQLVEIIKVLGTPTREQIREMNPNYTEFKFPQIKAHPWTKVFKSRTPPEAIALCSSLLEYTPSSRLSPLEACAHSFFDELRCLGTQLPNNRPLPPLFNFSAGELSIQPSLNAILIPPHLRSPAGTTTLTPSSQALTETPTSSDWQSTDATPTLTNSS
# HSF1 inh – HSF1 inhibitors in luciferase reporter cells, primary screen, cell-based, NIH3T3, luminescence | NIH3T3-HGL HSE-luciferase, MG132-induced, luminescence 8 h; active compounds read low | activity change, negative = inhibition, % at 7.5 µM (by protocol) | 300,000 compounds, 0.77% hits | AID 2098, 2009;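 active means more than half of replicate wells show activity change below -50%, luminescence cut by over half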;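 further: luciferase reports HSF-1 transcriptional activity via heat shock element; 0% = median of DMSO wells and -100% = zero luminescence signal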
# Platelet DG rel – inhibitors of platelet dense granule secretion, primary screen, cell-based, MLPCN, human platelets; human platelet-rich plasma, SFLLRN dense granule ATP release, luminescence; inhibition, %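 (compounds screened at 7.5 µM in platelet-rich plasma)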; 300,000 compounds, 0.22% hits; AID 1663, 2009;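 active means mean replicate score, as percent of positive control, at or above 50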
# Dyrk1A ADPGlo – rat Dyrk1A kinase inhibitors, primary screen, biochemical, single point, plate reader; Dual specificity tyrosine-phosphorylation-regulated kinase 1A (Rattus norvegicus), Q63470; ADP-Glo luminescence, NFATc1 peptide; inhibition, % at 12.5 µM; 310,000 compounds, 0.43% hits; AID 504441, 2011; in the data active means inhibition above about 50%;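 further: plate controls were vehicle with enzyme for no effect and no enzyme for full effect; many of its hits are not listed in these tables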
# GSK3B inh – human GSK3beta kinase inhibitors, primary screen, biochemical, cell-free homogeneous, HTS | GST-GSK3beta kinase, ADP-Glo luminescence, 60 min; active compounds read low | activity score (negative = inhibition), % at 10 µM | 300,000 compounds, 0.038% hits | AID 2097, 2009;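 active means more than half of replicate wells score below -50%, meaning over 50% inhibition versus plate controls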;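 further: 0% = median DMSO wells and -100% = median GW8510 positive control wells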
#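 Test system: GST-tagged human GSK3beta kinase, cell-free; evaluation: activity score scaled between in-plate DMSO and GW8510 controls; measured by: ADP-Glo luminescence; incubation: 60 min reaction, RT; benchmarks: DMSO and 20 µM GW8510; reagent: peptide substrate plus 25 µM ATP (final); medium: Tris/MgCl2 kinase buffer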
# HDAC3 inh – HDAC3 deacetylase inhibitors, primary screen, biochemical, fluorescence, cell-free homogeneous; Histone deacetylase 3 (Homo sapiens), O15379; recombinant HDAC3, fluorogenic peptide/trypsin coupled; inhibition, % at 8.3 µM; 320,000 compounds, 0.15% hits; in the data active means inhibition above about 26%, passing the limit was not always enough
# Target sequence (O15379 whole entry, looked up): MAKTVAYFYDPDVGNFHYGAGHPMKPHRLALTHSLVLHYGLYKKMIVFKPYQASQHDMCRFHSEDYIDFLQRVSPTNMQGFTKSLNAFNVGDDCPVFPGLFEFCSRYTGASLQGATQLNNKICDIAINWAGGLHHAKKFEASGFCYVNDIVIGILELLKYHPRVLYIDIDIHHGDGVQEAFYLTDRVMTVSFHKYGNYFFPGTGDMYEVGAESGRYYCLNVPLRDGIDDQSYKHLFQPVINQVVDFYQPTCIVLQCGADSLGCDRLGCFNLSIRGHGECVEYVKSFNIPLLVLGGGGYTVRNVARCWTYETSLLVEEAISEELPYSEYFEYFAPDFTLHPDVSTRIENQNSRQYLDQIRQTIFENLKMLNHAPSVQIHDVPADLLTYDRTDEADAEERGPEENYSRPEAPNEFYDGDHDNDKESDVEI
# HSP90 refold inh – HSP90 inhibitors, primary screen, cell lysate, luminescence. inhibition, % at 5.6 µM. 290,000 compounds, 0.91% hits. Heat shock protein HSP 90 (rabbit reticulocyte lysate; luciferase refolding). Rabbit reticulocyte lysate, luciferase refolding luminescence, 3 h. AID 1789, 2009;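 active means inhibition above the screen-wide mean plus 3 SD, computed separately per campaign, cut at about 16% in these data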;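 further: 0% = DMSO wells and 100% = 60 µM geldanamycin wells; inhibitors lower the luminescence because luciferase stays unfolded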
# AI-2 QS modul – Vibrio harveyi AI-2 quorum sensing modulators, primary screen, JMH597 strain, luminescence/OD600 ratio; activity change, % at 7.5 µM; 300,000 compounds, 0.4% hits; Vibrio harveyi JMH597 AI-2 luminescence/OD600 ratio, 9 h; active compounds read low; strain lacks LuxN and CqsS sensors; 0 = neutral-control median; in the data active means activity change below about -75%, passing the limit was not always enough;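 further: luminescence divided by OD600 gain over 9 h not by final OD600 alone; inactives centre near 13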
# * = called active by the depositor; i = inactive; . = no result given. A portion of the library; count on the stated rates, not on these rows.
# Start of the listing, in advance:
PolyA inh	HSF-1 act	GSK3A inh	HSF1 inh	Platelet DG rel	Dyrk1A ADPGlo	GSK3B inh	molecule	HDAC3 inh	HSP90 refold inh	AI-2 QS modul
i	10	-3	-1	8	4	-1	O=C(CN1C(=O)c2ccccc2S1(=O)=O)NCc1cccnc1	-4	2	10
i	3	-1	-4	-16	.	-2	NS(=O)(=O)c1ccc(CCNC(=O)c2ccc(Cl)s2)cc1	7	0	25
i	-5	-1	-8	0	0	0	Cc1cc(Sc2nc(NC(C)C)nc(NC(C)C)n2)nc(Cl)n1	-2	1	-9

# Main list, previewed entries included:
PolyA inh	HSF-1 act	GSK3A inh	HSF1 inh	Platelet DG rel	Dyrk1A ADPGlo	GSK3B inh	molecule	HDAC3 inh	HSP90 refold inh	AI-2 QS modul
i	10	-3	-1	8	4	-1	O=C(CN1C(=O)c2ccccc2S1(=O)=O)NCc1cccnc1	-4	2	10
i	3	-1	-4	-16	.	-2	NS(=O)(=O)c1ccc(CCNC(=O)c2ccc(Cl)s2)cc1	7	0	25
i	-5	-1	-8	0	0	0	Cc1cc(Sc2nc(NC(C)C)nc(NC(C)C)n2)nc(Cl)n1	-2	1	-9
i	9	0	11	-1	-3	-2	O=C(CC12CC3CC(CC(C3)C1)C2)N1CCCOC1	1	-2	9
i	14	2	-1	-1	3	5	CCOc1ccc(OCCC(=O)OCC(=O)Nc2ccc3c(c2)OCO3)cc1	3	.	12
i	-6	-1	-3	2	0	3	O=C(CN1CCN(c2ccccn2)CC1)NCCc1ccccc1	-4	0	7
i	15	-3	-3	-2	-3	1	CC(=O)NS(=O)(=O)c1ccc(NC(=O)C2c3ccccc3Oc3ccccc32)cc1	3	-3	14
i	24	7	9	5	28	-12	O=[N+]([O-])c1ccc(O)c(C(C#Cc2ccccc2)N2CCOCC2)c1 (centres undefined)	.	-3	16
i	6	1	1	2	-7	0	Cn1c(CCNC(=O)c2ccccc2)nc2cc(NC(=O)C3CCCCC3)ccc21	-2	2	3
i	-14	-2	-2	2	3	2	CCc1cc2c(NC(C(=O)O)C(C)C)ncnc2s1 (centres undefined)	3	1	14
i	4	0	-3	2	-3	2	COC(=O)CNC(=O)C1CCC(CNS(=O)(=O)c2cccc3nsnc23)CC1 (centres undefined)	-1	-4	19
i	-7	2	-3	-2	-2	3	COc1cccc(OC)c1C(=O)n1nc(C)cc1C	.	-1	27
i	17	-2	7	-58	-4	2	O=C(CSc1nnc(-c2ccc(Cl)cc2)o1)N1CCOCC1	6	-3	7
i	7	3	-7	5	0	3	Cc1c(Cl)cccc1NC(=S)N(CCCN1CCOCC1)Cc1cccs1	1	1	2
i	42	2	12	4	5	0	O=C(CNC(=O)c1cccc(F)c1)OCC(=O)N1CCN(C(=O)c2ccco2)CC1	-3	-1	12
i	0	-2	-3	6	1	1	Cc1nc(NC(=O)c2ccc(-c3cc4ccccc4oc3=O)cc2)ccc1Br	-13	-1	10
i	-13	-3	7	4	-1	-3	Cc1onc(-c2ccccc2)c1C(=O)N/N=C/c1ccccc1OC(C)C	-3	0	28
i	-15	-2	-9	4	-1	-1	COc1ccccc1NC(=O)CCCc1nnc2n(C)c(=O)c3sccc3n12	1	2	8
i	13	1	10	9	-2	-1	COc1ccccc1N1CCN(C(=O)/C=C/c2cccc([N+](=O)[O-])c2)CC1	2	6	13
i	4	-2	-6	1	1	1	CCOC(=O)c1sc(-c2cccc(C(F)(F)F)c2)nc1O	-3	3	45
i	-12	1	-6	-3	3	0	COc1ccc(NC(=O)NC2(C(=O)N3CCN(C)CC3)CCCCC2)cc1	-2	-2	17
i	0	2	-2	5	0	-2	CCc1cc(=O)oc2cc(OC(C)C(=O)NCc3ccccn3)ccc12 (centres undefined)	-7	-6	.
i	-5	-3	4	5	8	-2	Cc1cc(S(=O)(=O)NCc2ccc(S(N)(=O)=O)cc2)c(C)s1	-17	10	2
i	-8	-1	-2	1	12	-1	CC(=O)Nc1ccc(Nc2ncnc3c2cnn3-c2ccc(C)cc2C)cc1	-3	-3	5
i	1	0	4	-3	-2	1	O=C(Nc1ccccc1)C1C2CCC3C(CCC21)C3(Cl)Cl (centres undefined)	9	2	25
i	40	-2	2	6	.	2	CCn1cc(S(=O)(=O)c2cccc(C)c2)c(=O)c2cc(F)c(N3CCN(C)CC3)cc21	-37	-2	146
i	-6	13	4	13	17	-6	CCc1cc(C(=O)c2ccccc2)c(N)s1	-1	21*	-6
i	18	0	6	15	5	1	CCc1cccc(NC(=O)CCc2nc(-c3cccs3)no2)c1	3	2	-39
i	53*	2	40	-5	-7	0	Cc1ccc(C2=Nc3ccccc3NC(C)(c3ccc(C)o3)C2)o1 (centres undefined)	7	-6	35
i	6	-3	-1	9	0	4	Cc1cc(C)cc(NC(=O)CCC(=O)Nc2cc(C)on2)c1	0	0	-14
i	-10	1	-6	-26	3	-2	NC(=O)c1nsc(C(=O)N(Cc2ccco2)C(C(=O)NCc2ccccc2)c2ccc(O)cc2)c1N (centres undefined)	0	1	9
i	-67	-2	-58*	-1	1	0	CC(C)NC(=O)N(O)C1N(Cc2ccc3c(c2)OCO3)C(=S)SC1(C)C (centres undefined)	6	0	8
i	-1	-1	1	-4	-7	0	O=C(Cc1coc2cc3c(cc12)CCC3)NCC1(N2CCCCC2)CCCCC1	-1	-2	4
i	-2	0	-5	2	4	2	CCOc1ccc(-n2c(N)c(C(=O)N3CCN(C)CC3)sc2=S)cc1	6	2	5
i	-10	5	-2	-8	-5	1	COc1ccc(NC(=O)Nc2cnccn2)cc1OC	5	3	12
i	4	-3	-7	6	5	-3	CCOC(=O)C(=O)C1C(=O)Nc2ccccc21 (centres undefined)	4	-1	11
i	-11	0	-8	19	1	1	Cc1ccc(C)c(N2CCN(C(=O)c3ccc(CS(=O)Cc4cccc(Cl)c4)o3)CC2)c1 (centres undefined)	10	0	16
i	27	-2	10	4	1	1	COc1ccc(NC2CCCN(C(=O)CSc3ccccn3)C2)cc1OC (centres undefined)	7	-3	7
i	2	.	1	-3	11	1	N=c1c2c3c(sc2ncn1CCCO)CCCC3	.	-2	8
i	-3	1	-8	0	2	-3	O=C(Nc1cccc(OCC(=O)N2CCOCC2)c1)c1ccc(C(F)(F)F)cc1	2	2	14
i	17	0	-3	-58	.	-1	O=C1C(=O)N(CCS(=O)(=O)c2ccccc2)c2ccc(Cl)cc21	0	-5	24
i	13	-3	12	27	-3	-2	CSc1nsc(/C=C/Nc2ccc(C)cc2)c1C#N	-3	2	i
i	37	0	7	1	-4	6	O=C(O)/C=C\C(=O)N1CCc2ccccc21	-4	4	4
i	2	3	-1	-2	-3	2	Cc1ccc(C)c(N2N=C(C(=O)N(CC(C)C)c3c(N)n(Cc4ccccc4)c(=O)[nH]c3=O)CCC2=O)c1	3	-4	22
i	31	-2	2	-2	-6	1	Cc1ccc(S(=O)(=O)N2CCCOC2CNC(=O)C(=O)NCc2cccnc2)cc1 (centres undefined)	7	-2	11
i	11	3	6	-3	8	0	CC(=O)Cc1nsc(NC(=O)c2csc3c2CCCC3)n1	3	8	8
i	18	-1	9	5	-6	3	Cc1cc(-c2ccccc2C(=O)NCc2ccccc2)on1	1	1	-7
i	-3	-4	0	-1	1	0	NC(=O)CSc1oc(-c2ccco2)nc1S(=O)(=O)c1ccc(Cl)cc1	2	-7	30
i	12	-6	-2	-1	1	5	COc1ccc(-c2cc(C(F)(F)F)nc(SCc3cccc(C(=O)O)c3)n2)cc1	2	-1	19
i	11	-5	3	-13	2	2	Cc1ccc(NC2c3ncccc3C(=O)N2Cc2ccc(F)cc2)cc1 (centres undefined)	1	3	10

# More results.
PolyA inh	HSF-1 act	GSK3A inh	HSF1 inh	Platelet DG rel	Dyrk1A ADPGlo	GSK3B inh	molecule	HDAC3 inh	HSP90 refold inh	AI-2 QS modul
i	-6	-1	-5	2	-1	-1	COc1cc(C(=O)NCC(c2cccs2)N(C)C)cc(Cl)c1OC(C)C (centres undefined)	0	-1	19
i	15	-1	2	0	2	3	Cc1c(C)c2ccc(OC(C)C(=O)N3CC[C@@]4(O)CCCC[C@H]4C3)c(C)c2oc1=O (some centres undefined)	-32	4	26
i	-7	1	-1	0	.	1	COc1ccc(C[C@@H]2CN3C(=NC[C@@H]3C)N2C[C@H](C)NC(=O)CCC2CCCCC2)cc1	0	5	25
i	13	.	-1	1	-4	1	CN(C)C(CNC(=S)Nc1ccccc1Cl)c1cccnc1 (centres undefined)	0	2	7
i	-4	0	5	3	-1	-2	Cc1ccc(Cn2cc(/C=C/C(=O)O)c(-c3ccccc3)n2)cc1	-2	1	43
i	13	2	-1	7	-2	-2	O=C(Nc1ccc(Cl)cc1)Nc1cnccn1	3	3	11
i	0	-2	-1	0	.	0	CC(C)[C@H](NC(=O)C1CCN(S(=O)(=O)c2ccc(F)cc2)CC1)C(=O)N1CCCCCC1	-1	-1	6
i	-8	4	-2	-14	8	-2	CCCCN(C(=O)CCNC(=O)NC12CC3CC(CC(C3)C1)C2)c1c(N)n(CCC)c(=O)[nH]c1=O	7	.	-5
i	27	0	4	-1	3	0	CC1=Nc2cc([N+](=O)[O-])ccc2NC(C)(C)C1	4	0	0
i	-1	0	0	16	1	1	CC(C)OCCCNC(=O)c1cn(C)c2ccc(S(=O)(=O)N3CCCC3)cc2c1=O	-2	2	-4
i	-2	0	-5	-3	4	0	O=C1N[C@@H](Cc2ccccc2)C(=O)N1CCN1CCOCC1	2	5	18
i	29	-8	5	2	.	3	Cc1cc(C(=O)N/N=C/c2cc(Br)ccc2OC(=O)c2ccccc2Cl)n[nH]1	-11	-4	13
i	33	1	9	-8	-3	6	COc1ccc(Cl)cc1NC(=O)Cn1cccc1	1	3	27
i	2	-3	-7	3	2	0	O=C(O)CCc1ccc(-c2cccs2)n1CCC(=O)O	-7	-1	21
i	-9	0	-4	4	-1	-2	CSc1ncccc1C(=O)NC(C)CCc1ccccc1 (centres undefined)	-2	-4	19
i	2	-2	1	-3	3	0	CC(C)c1ccccc1NC(=S)N1CCN(Cc2ccc3c(c2)OCO3)CC1	6	2	10
i	-20	-1	-6	-6	-4	2	CCOc1ccc(CCNC(=O)CSc2ncn[nH]2)cc1OCC	6	-1	31
i	25	-2	-1	6	3	.	Cc1ccc(N2CC(C(=O)OCC(=O)Nc3cc(C)on3)CC2=O)c(C)c1 (centres undefined)	-2	0	.
